PPARg SRC-2 ag = PPARgamma-driven SRC-2 recruitment agonism; activation, % at 8 µM; P37231; AID 1032; actives 0.34% (n = 200,000); PPARgamma LBD-SRC-2 recruitment, biochemical; in the data active = activation above about 22%;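 note: 0% = vehicle and 100% = reference agonist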
DTT redox prof = compounds producing H2O2 with reducing agent – biochemical, NIH compound library profiling, artefact control for MLSCN library redox annotation, primary screen. DTT-dependent redox cycling H2O2, phenol red/HRP absorbance; 100% = 100 µM peroxide control, 0% = buffer. activation, % at 10 µM. actives 0.03% (n = 200,000);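 active = activation of at least 50% relative to the plate's high and low controls in the primary single-dose screen; inactive = activation below 50%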;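 note: compound incubated with DTT at 0.8 mM final as the reducing agent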
Lmaj promast = Leishmania major promastigote growth inhibition | actives 9% (n = 200,000) | Leishmania major promastigotes, resazurin fluorescence viability | inhibition, % at 10 µM; in the data active = inhibition above about 50%;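 note: promastigotes grown with compound for 44 hours at 28 °C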
TLR4-MyD88 BLA = inhibitors of human TLR4-MyD88 binding | HeLa CL3-4 TLR4/MyD88 BLA complementation, FRET ratio | inhibition, % at 8.4 µM | actives 0.18% (n = 200,000); in the data active = inhibition above about 25%;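 note: 0% = vehicle and 100% = reference inhibitor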
PPARg SRC-1 ag = promotes SRC-1 coactivator recruitment by human PPARgamma | PPARgamma-SRC-1 coactivator recruitment biochemical assay | P37231 | activation, % at 8 µM | AID 631 | actives 0.41% (n = 200,000); in the data active = activation above about 19%;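 note: 0% = DMSO and 100% = reference agonist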
bIAP inh = blocks bovine intestinal alkaline phosphatase activity; AID 1019; 190,000 tested, under 10 active; inhibition, % at 20 µM; purified bovine IAP, CDP-star luminescence, 30 min;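 active = over 50% inhibition of intestinal alkaline phosphatase at 20 µM in the single-dose screen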
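test system = bovine IAP enzyme | medium = DEA buffer 100 mM, pH 9.8, with MgCl2 1.0 mM, ZnCl2 0.02 mM | detection = luminescence | dosing = single compound dose of 20 µM, 2% DMSO final | incubation = 30 min reaction at room temperature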
bIAP act = intestinal alkaline phosphatase (bovine) activation; purified bovine IAP, CDP-star luminescence, 30 min; hits give high values; fold of DMSO-control signal, blank-subtracted; AID 1016; activation factor at 20 µM; actives 0.17% (n = 200,000);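 active = activation factor of 2 or more at 20 µM, a signal rise over negative controls twice the positive control's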
S1P3 antagonist = S1P3 (human) receptor antagonism; AID 485; Q99500; actives 0.27% (n = 170,000); inhibition, % at 4.98 µM; CHO S1P3 NFAT-BLA reporter, FRET fluorescence, antagonist mode;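 active = inhibition above the plate cutoff, the mean inhibition of test wells on that plate plus 3 SD, cut at about 28% in these data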;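 note: cells challenged with S1P at its EC80 of 0.8 µM; blue over green emission ratio from cleaved BLA substrate after 4 h stimulation; 0% = S1P-stimulated wells and 100% = unstimulated DMSO-only wells; some compounds past the cut are filed as inactive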
Target sequence (Q99500 whole entry, looked up): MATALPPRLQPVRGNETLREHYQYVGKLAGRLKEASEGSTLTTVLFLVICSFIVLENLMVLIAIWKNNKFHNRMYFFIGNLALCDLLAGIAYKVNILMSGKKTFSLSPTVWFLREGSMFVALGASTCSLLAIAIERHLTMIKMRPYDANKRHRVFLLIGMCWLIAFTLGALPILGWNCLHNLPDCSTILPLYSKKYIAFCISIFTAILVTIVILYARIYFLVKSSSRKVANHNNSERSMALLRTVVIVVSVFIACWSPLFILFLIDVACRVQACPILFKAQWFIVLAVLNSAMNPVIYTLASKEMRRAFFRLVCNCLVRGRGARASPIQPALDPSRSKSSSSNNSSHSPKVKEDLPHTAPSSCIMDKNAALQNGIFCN
PPARg SRC-3 ag = agonists of human PPARgamma SRC-3 coactivator recruitment; P37231; biochemical PPARgamma/SRC-3 coactivator recruitment assay; activation, % at 8 µM; actives 0.26% (n = 200,000); in the data active = activation above about 23%;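 note: 0% = DMSO and 100% = reference agonist; some compounds past the cut are filed as inactive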
TR-FRET SRC-2 ct = counter-screen for PPARgamma SRC-2 recruitment agonists: TR-FRET artefact | hits give high values | actives 0.4% (n = 200,000) | TR-FRET ratio at 8 µM; in the data active = TR-FRET ratio above about 2000; note: inactives centre near 1500
ROMK mod = human ROMK K+ channel modulation, primary screen | P48048 | Tet-inducible ROMK, thallium flux fluorescence; actives lie on both sides | B-score at 10 µM | actives 2% (n = 130,000);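 active = signal ratio slope over the read window, or its plate-corrected B-score, at least 3 SD from the plate mean, either direction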;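 note: B-score of the F/F0 ratio slope over 7 to 12 s after thallium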
Target sequence (P48048 whole entry, looked up): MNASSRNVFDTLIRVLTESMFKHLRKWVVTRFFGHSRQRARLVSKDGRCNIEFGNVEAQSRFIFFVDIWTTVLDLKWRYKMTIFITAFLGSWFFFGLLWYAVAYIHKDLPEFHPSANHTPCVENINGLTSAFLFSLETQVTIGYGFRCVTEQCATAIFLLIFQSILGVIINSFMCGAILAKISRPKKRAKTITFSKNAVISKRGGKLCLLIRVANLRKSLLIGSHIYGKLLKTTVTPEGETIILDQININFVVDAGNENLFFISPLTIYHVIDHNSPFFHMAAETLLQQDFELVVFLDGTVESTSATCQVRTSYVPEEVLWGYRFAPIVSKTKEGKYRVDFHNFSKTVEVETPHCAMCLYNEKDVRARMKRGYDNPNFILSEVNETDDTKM
Active calls of the source: *; x = not tested or not shown.

SMILES	PPARg SRC-2 ag	DTT redox prof	Lmaj promast	TLR4-MyD88 BLA	PPARg SRC-1 ag	bIAP inh	bIAP act	S1P3 antagonist	PPARg SRC-3 ag	TR-FRET SRC-2 ct	ROMK mod
CCC(C)(C)NC(=O)c1ccc(S(=O)(=O)N(C)c2ccccc2OC)cc1	9	-0.1	38	1	3	5	1	x	-1	1715	-1.2
CC(C)c1nc2oc3c(=O)[nH]cnc3c2c2c1CCC2	6	0.0	7	-10	8	6	0.9	-18	6	1604	0.44
Nc1c(C(=O)NCCN2CCOCC2)c2nc3ccccc3nc2n1CCc1ccccc1	1	1.7	70*	-8	1	-13	1.1	-25	9	1325	x
O=C(c1cc(-c2ccncc2)nc2ccc(Cl)cc12)N1CCN(Cc2ccc3c(c2)OCO3)CC1	-3	0.0	81*	7	3	-5	1.1	-9	-1	1550	-1.2
Cc1ccc([N+](=O)[O-])c(OCC(=O)OCC(=O)c2ccccc2)c1	7	-0.2	-4	7	0	4	1	7	1	1382	x
Cc1cccc(C(=O)NNC(=O)c2cccc(C)c2)c1	-4	-0.3	4	6	1	-6	1.1	1	1	1368	0.036
COc1ccc(Cl)cc1NC(=O)CCN1CCN(C)CC1	2	0.0	0	-5	-2	15	0.8	x	-3	1502	0.0079
Nc1nc(-c2ccccc2)nn1C(=O)c1ccco1	-5	-0.4	-2	-12	-1	-2	1	-4	4	1668	0.35
FC(F)(F)c1cccc(-c2ccc(/C=N/Nc3nncc(-c4ccccc4)n3)o2)c1	6	0.2	-6	1	-2	-30	1.3	-17	2	1602	0.51
CCC(=O)N1CC23C=CC(CC2CC12CCCCC2)O3 (stereo not drawn)	1	-2.5	-2	14	3	3	1	-4	-1	1582	x
O=C(CN(c1ccccc1)S(=O)(=O)c1ccccc1)NCCSc1ccccn1	2	-0.2	0	2	-4	-12	1.1	-9	1	1325	0.22
CCC(=O)N1N=C(c2ccc(NS(=O)(=O)CC)cc2)CC1c1ccc(C)cc1 (stereo not drawn)	-6	-0.4	18	-1	-8	8	0.9	4	-2	1447	2.5
O=C(Cc1cc(=O)[nH][nH]1)N/N=C/c1ccccc1Cl	13	-0.6	-6	6	-1	13	0.9	-2	7	1667	0.23
O=C(O)CCc1ccc(-c2cccs2)n1NC(=O)c1ccc(O)cc1	13	1.0	-6	8	6	3	1	-12	9	1517	-0.32
Cc1c2c(nc3ccccc13)OCC2	-5	0.2	11	-10	-5	0	1	2	-5	1334	0.073
N#CC(c1cccc(Cl)c1)c1ncc(C(F)(F)F)cc1Cl (stereo not drawn)	5	-2.8	-5	-14	5	14	0.9	x	4	1602	x
CC(C)CNC(=O)C(=O)Nc1ccc(N(C)C)cc1	1	-0.3	-3	-2	-3	-8	1.1	-3	-1	1426	0.034
CN(Cc1cccs1)C(=O)COc1ccc(-c2nnco2)cc1	6	0.8	-10	-10	0	-21	1.2	-18	-2	1518	x
O=C(CNS(=O)(=O)c1ccc2ccccc2c1)NCCc1ccccn1	-8	4.0	-2	-9	2	-10	1.1	-12	1	1671	-0.053
Cn1cnnc1SCC(=O)c1ccc2c(c1)CCCC2	-5	-0.1	-8	-1	4	6	0.9	-8	-4	1491	0.83
CC1(C(=O)CSc2nc3ccccc3[nH]2)CCC(=O)O1 (stereo not drawn)	-6	0.4	-2	-1	6	17	0.8	x	2	1480	0.093
COc1ccccc1N1CCN(C(=O)Cn2nc3n(C)c4ccccc4n3c(=O)c2=O)CC1	-8	-0.2	-5	6	-3	-3	1	-11	-7	1411	0.1
CNCC(=O)Nc1c(C)n[nH]c1C	7	-0.4	1	2	0	15	0.9	-10	-2	1621	-0.37
CCOc1ccc(-c2nnc3ccc(SC(C)C)nn23)cc1	8	-0.2	20	-6	8	17	0.8	-32	11	1617	x
O=C(NCc1ccccc1)c1ccccc1C(=O)c1ncc[nH]1	2	-0.6	-4	10	2	2	1	1	-2	1527	-0.1
COc1ccccc1CNC(=O)c1ccc(-c2ccccc2)cc1	9	0.8	-6	-3	2	5	0.9	-9	0	1503	x
COc1ccc(CCn2nnnc2C(CC(C)C)N2CCC(C(N)=O)CC2)cc1OC (stereo not drawn)	3	2.0	-9	-7	-2	2	1	7	13	1479	x
CC(=O)OCC1=C(C(=O)O)N2C(=O)C(NC(=O)c3ccc(F)cc3)C2SC1 (stereo not drawn)	8	-0.1	-9	-2	3	-6	1.1	-8	6	1644	0.78
COC(=O)Cc1c(C)nc2nc(NCc3ccc(Cl)cc3)[nH]n2c1=O	5	0.4	-7	5	8	-4	1	-6	-5	1453	-0.3
CN1CCN(CC(=O)Nc2ccc(Oc3ccccc3)cc2)CC1	2	1.0	38	1	5	-1	1	-19	-23	1599	x
COc1ccc(S(=O)(=O)NN(C)c2nc(C(F)(F)F)nc3ccccc23)cc1	5	-0.3	8	12	0	-10	1.1	19	1	1718	x
O=C1N[C@@H](Cc2cnc[nH]2)C(=O)N2CCC[C@@H]12	5	3.0	-10	9	15	11	0.9	12	-2	1502	x
O=C(NCc1ccco1)c1ccc2c(=O)n(-c3ccccc3)c(=O)n(Cc3cccc(F)c3)c2c1	-8	0.4	19	4	-3	1	1	6	-2	1492	0.38
Cc1nnc(NC(=O)CSc2nnc(C)n2-c2ccc(F)cc2)s1	7	-0.2	-4	0	-1	6	0.9	5	1	1670	0.45
CN(CCCNC(=O)c1cccn2c(=O)c3ccccc3nc12)Cc1ccccc1	3	-4.7	100*	-1	3	-3	1	x	6	1493	-1.4
CN(c1ncc(C(F)(F)F)cc1Cl)N1C(=O)C2ONC3(C(=O)CC(C)(C)CC3=O)C2C1=O (stereo not drawn)	13	-1.1	-9	-5	4	4	1	-22	3	1664	0.16
CCn1c(COc2ccccc2)nnc1SCC(=O)CC(=O)Nc1ccccc1OC	2	0.8	-6	5	2	-6	1.1	-6	0	1636	0.068
COc1cccc(CCc2nnc(CCC(=O)NC(C)c3c(C)nn(C)c3C)o2)c1 (stereo not drawn)	0	-0.3	-2	-1	5	6	0.9	0	0	1475	0.66
CCn1cc(C(=O)N2CCN(C3CCCCC3)CC2)c2cc(OC)c(OC)cc2c1=O	9	-0.7	-1	-13	3	-1	1	7	0	1678	x
COC(=O)c1[nH]c2cc(OC)ccc2c1NC(=O)CCN1CCSCC1	1	-3.0	-2	8	4	-2	1	x	8	1575	x
CC12c3ccccc3C(c3ccccc31)C1C(=O)N(c3ccncc3)C(=O)C12 (stereo not drawn)	3	0.3	1	-15	3	-3	1	-17	2	1487	0.34
Cc1nsc(Nc2ccc([N+](=O)[O-])cc2)c1C#N	-4	0.6	8	10	-2	11	0.9	-18	1	1230	-1.7
CCOC(=O)c1c(NC(=O)CSc2nnc(CNC(=O)c3ccco3)n2C)sc2c1CCC2	-7	1.1	17	-5	-2	-11	1.1	x	-3	1587	x
Cc1ccc(-c2csc(N3CCC(C(N)=O)(N4CCCCC4)CC3)n2)cc1	-4	-1.1	0	-2	-2	11	0.9	-18	-20	1426	x
CCO[C@H]1OC(C(=O)N2CCN(Cc3ccc4c(c3)OCO4)CC2)=C[C@@H](C)[C@@H]1CCCO	2	-0.1	3	0	0	-6	1.1	-4	-3	1346	x
COc1ccccc1CNC(=O)C1CC(c2cccc([N+](=O)[O-])c2)=NO1 (stereo not drawn)	0	-3.8	4	-10	-6	9	0.9	x	-3	1516	x
Cn1c(SCCCC(=O)c2ccc(F)cc2)nnc1-c1ccncc1	-3	-4.4	-4	-9	11	-2	1	x	3	1668	x
COc1cccc(-c2cc(C(=O)N3CCCc4ccccc43)no2)c1	4	0.4	-5	0	-2	9	0.9	18	-3	1427	x

Record cards, as listed above. Screens in order: PPARg SRC-2 ag, DTT redox prof, Lmaj promast, TLR4-MyD88 BLA, PPARg SRC-1 ag, bIAP inh, bIAP act, S1P3 antagonist, PPARg SRC-3 ag, TR-FRET SRC-2 ct, ROMK mod
`CCn1cc(C(=O)N2CCN(C3CCCCC3)CC2)c2cc(OC)c(OC)cc2c1=O` is entered as 9, -0.7, -1, -13, 3, -1, 1, 7, 0, 1678, x
`CCO[C@H]1OC(C(=O)N2CCN(Cc3ccc4c(c3)OCO4)CC2)=C[C@@H](C)[C@@H]1CCCO` is entered as 2, -0.1, 3, 0, 0, -6, 1.1, -4, -3, 1346, x

Among those listed so far, 3 contain a thiophene ring, fused or not.
SMILES	PPARg SRC-2 ag	DTT redox prof	Lmaj promast	TLR4-MyD88 BLA	PPARg SRC-1 ag	bIAP inh	bIAP act	S1P3 antagonist	PPARg SRC-3 ag	TR-FRET SRC-2 ct	ROMK mod
O=C(O)CCc1ccc(-c2cccs2)n1NC(=O)c1ccc(O)cc1	13	1.0	-6	8	6	3	1	-12	9	1517	-0.32
CN(Cc1cccs1)C(=O)COc1ccc(-c2nnco2)cc1	6	0.8	-10	-10	0	-21	1.2	-18	-2	1518	x
CCOC(=O)c1c(NC(=O)CSc2nnc(CNC(=O)c3ccco3)n2C)sc2c1CCC2	-7	1.1	17	-5	-2	-11	1.1	x	-3	1587	x

Next part:
SMILES	PPARg SRC-2 ag	DTT redox prof	Lmaj promast	TLR4-MyD88 BLA	PPARg SRC-1 ag	bIAP inh	bIAP act	S1P3 antagonist	PPARg SRC-3 ag	TR-FRET SRC-2 ct	ROMK mod
CCOC(=O)c1nnn(CC(=O)NC(=O)Nc2ccc(F)cc2)c1C(=O)OCC	11	-0.2	-5	0	2	-6	1.1	-24	-2	1551	-0.064
O=C(Nc1ccccc1F)Nc1cc(S(=O)(=O)N2CCOCC2)ccc1N1CCCC1	9	-0.3	5	-11	7	6	0.9	12	-2	1691	-0.26
CN(C)CCNC(=O)/C(=C/c1ccc(-c2ccc(Cl)cc2Cl)o1)NC(=O)c1ccccc1	2	0.3	100*	-9	5	6	0.9	5	3	1674	x
Cc1occc1C(=O)Nc1cccc(C(=O)O)c1	1	0.5	-3	15	2	12	0.9	x	-9	1494	0.41
COCCNc1nnnc2c1sc1nc(N3CCOCC3)c3c(c12)CC(C)(C)OC3	6	-0.5	10	-1	-1	-12	1.1	-9	3	1610	1.6
Cc1cc(/C=N/NC(=O)c2cccs2)c(C)n1-c1ccccc1	-2	0.7	22	0	5	22	0.8	x	2	1456	3.8*
CC(=O)Nc1ccc(S(=O)(=O)NCC(=O)OCC(=O)NC23CC4CC(CC(C4)C2)C3)cc1	2	0.1	51*	-5	-2	26	0.7	-3	-1	1604	x
CCCc1ccc(-c2c(C)sc(N)c2C#N)cc1	3	-0.5	2	1	3	20	0.8	x	-11	1606	1.2
Cc1cc(C#N)c(C)n1-c1cc(S(=O)(=O)N2CCOCC2)ccc1N1CCCC1	15	0.8	47	-20	6	4	1	x	4	1578	-0.037
O=C(NCCCN1CCOCC1)c1ccc(Sc2cccc(Cl)c2)c([N+](=O)[O-])c1	4	-0.4	31	-6	-2	15	0.9	-8	0	1641	0.42
COC(=O)NCCOc1nc(N(C)C)nc(N(C)C)n1	-6	2.4	-4	4	0	-1	1	x	-15	1468	x
O=C(O)C1C2C=CC3(CN(Cc4ccncc4)C(=O)C13)O2 (stereo not drawn)	8	-1.0	-8	0	9	0	1	5	-1	1572	x
CCCCn1c(SCC(=O)N2CCC(C)CC2)nc2ccsc2c1=O	-2	2.0	9	-6	-2	-8	1.1	x	0	1505	x
CS(=O)(=O)N1N=C(c2ccco2)CC1c1ccccc1 (stereo not drawn)	-1	0.7	-5	-3	5	12	0.9	-6	1	1536	x
